Source: PubChem
Peg3 promoter = reduces Peg3 promoter-driven luciferase expression in HeLa | HeLa PEG-Prom luciferase reporter, luminescence, overnight | inhibition, % at 20 µM | 360,000 compounds, 1.7% hits | AID 588405;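 active = inhibition of at least 50% at 20 µM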
HIF-2a block = blocks HIF-2a reporter activity | 360,000 compounds, 0.72% hits | inhibition, % at 18.8 µM | 786-0 RCC cells HIF-2a reporter, luciferase luminescence, overnight | AID 624352;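 active = inhibition of the luminescence signal of 40% or more relative to plate controls, in a single-dose primary screen at 18.75 µM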
KKLEB tox = reduces viability of KKLEB cystic fibrosis airway cells. KKLEB CF airway cells viability, ATPlite luminescence, overnight; stronger effect = lower value; cells stimulated with P. aeruginosa culture filtrate. activity change (cytotoxicity), % at 5 µM. 360,000 compounds, 0.36% hits. AID 602141;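 active = corrected activity change at or below -50% at 5 µM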
iPSC survival up = enhancers of human iPSC single-cell survival; hiPSC single-cell survival, ATPlite luminescence; 100% = ROCK inhibitor wells, 0% = DMSO; survival enhancement, % at 20 µM; 360,000 compounds, 0.044% hits; in the data active = survival enhancement above about 18%;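 also: cells exposed to compounds for 16 hours before the ATP read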
NR2E3 ag-1 = agonists of human nuclear receptor NR2E3; Q9Y5X4; GST-NR2E3/biotin-RetCOR TR-FRET, 1536-well; inhibition of corepressor binding, % at 4.78 µM; 320,000 compounds, 0.12% hits; AID 2300;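 active = percent inhibition above the cutoff of mean plus 3 SD of all tested compounds, set per screening campaign, cut at about 20% in these data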;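 also: 0% = DMSO wells and 100% = biotin wells as full block of FRET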
Target sequence (Q9Y5X4 whole entry, looked up): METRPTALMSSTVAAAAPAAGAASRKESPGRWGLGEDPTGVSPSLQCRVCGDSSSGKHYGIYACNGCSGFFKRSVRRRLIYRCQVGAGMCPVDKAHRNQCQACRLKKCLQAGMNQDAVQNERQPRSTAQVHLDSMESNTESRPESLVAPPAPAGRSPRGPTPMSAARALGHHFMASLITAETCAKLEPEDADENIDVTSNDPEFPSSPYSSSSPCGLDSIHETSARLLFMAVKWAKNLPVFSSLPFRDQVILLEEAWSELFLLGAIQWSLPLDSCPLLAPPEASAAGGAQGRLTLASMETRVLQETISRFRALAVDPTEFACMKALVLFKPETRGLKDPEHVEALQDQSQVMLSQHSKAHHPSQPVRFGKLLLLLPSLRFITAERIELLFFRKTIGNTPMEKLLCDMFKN
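Test system: GST-NR2E3 and biotin-RetCOR proteins | Quantity: 1.35 nM GST-tagged NR2E3 final | Medium: Tris pH 7.5 | Also added: 7 nM biotin-RetCOR | Dosing: Compound at 4.8 µM, single dose | Timing: 5 h at 4 °C | Detection: Time-resolved FRET | Read-out basis: Percent inhibition | Benchmarks: Biotin wells as high control, 0.6% DMSO wells as low control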
MITF TRPM1 inh = MITF TRPM1 promoter inhibition in SK-MEL-5 cells | SK-MEL-5 TRPM1 promoter luciferase, 24 h | inhibition, % at 12.5 µM | 330,000 compounds, 0.83% hits;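 active = mean inhibition across replicates of 60% or more, whatever share of single replicates reaches that level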; also: values of inactives mirror those of a sister screen read the other way
TWEAK-Fn14 inh = inhibitors of TWEAK-Fn14 interaction signaling. TWEAK-stimulated Fn14 reporter cells, luciferase luminescence, 8 h. inhibition, % at 10 µM. 360,000 compounds, 2% hits; in the data active = inhibition above about 50%
Shn3 inh set2 = inhibitors of Schnurri-3 3'UTR reporter in osteoblasts; AID 588674; inhibition, % at 12.5 µM; Clone20 osteoblast Shn3 3'UTR firefly luciferase, 24 h; 360,000 compounds, 0.52% hits;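 active = mean inhibition of at least 75% with every replicate also reaching 75%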;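 also: 0% = median of neutral control wells and 100% = pilot-screen positive control compound; some compounds past the cut are filed as inactive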
CF NFkB inh = cystic fibrosis NF-kB activation inhibition | KKLEB NF-kB-GFP reporter, PAF-induced, GFP fluorescence overnight | inhibition, % at 5 µM | 360,000 compounds, 0.86% hits | AID 588850;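 active = at least 50% inhibition at 5 µM, scaled per plate between neutral and stimulator controls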;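 also: PAF is a Pseudomonas aeruginosa culture filtrate used as stimulus; plate controls were PAF-stimulated DMSO wells for no effect and unstimulated DMSO wells for full effect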
aDG glyco act = increases alpha dystroglycan glycosylation; Pro5-aDG cells, alpha-DG glycosylation AlphaScreen (IIH6); 0% Pro5, 100% B10-LARGE cell signal; activation, % at 10 µM; 360,000 compounds, 0.22% hits;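 active = activation of at least 8% versus controls, or a plate z-score of at least 8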;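 also: Pro5 are CHO cells carrying HIG-tagged alpha-DG that lacks glycosylation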
NR2E3 ag-2 = agonists of human NR2E3 nuclear receptor; CHO-S Gal4-NCOR/VP16-NR2E3 two-hybrid, luciferase; inhibition of corepressor binding, % at 3.98 µM; 360,000 compounds, 0.35% hits; AID 602229;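 active = inhibition above the mean of all tested compounds plus 3 SD, cut at about 70% in these data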;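 also: 0% = DMSO with NR2E3 transfected cells and 100% = cells lacking NR2E3 construct; higher means lower luciferase signal from less NR2E3 corepressor binding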
Active calls of the source: *; x = not tested or not shown. The order is random; overall some 4.4% were active at least once.

smiles	KKLEB tox	Peg3 promoter	aDG glyco act	CF NFkB inh	NR2E3 ag-1	HIF-2a block	MITF TRPM1 inh	iPSC survival up	Shn3 inh set2	TWEAK-Fn14 inh	NR2E3 ag-2
COCCNC(=S)NC1CC2CCC(C1)N2Cc1ccccc1 (stereo not given)	3	12	-0.2	11	0	15	-2	-2.2	-10	-5	-2
O=C(Nc1ccc([N+](=O)[O-])cc1)C1COc2ccccc2O1 (stereo not given)	-14	-39	0.0	10	-1	-66	-10	0.2	5	-5	-29
Cn1cc(CN2CCCC(C(=O)c3ccc(-c4ccccc4)c(F)c3)C2)cn1 (stereo not given)	-25	21	2.1	20	2	-12	-4	-1.2	7	-4	-14
CCCNC(=O)c1ccc(N2CCC3(CC2)CC(c2ccccc2)=NO3)c(N)c1	-16	-4	0.2	13	4	9	-9	-1.2	25	-11	-22
Cc1ccc(S(=O)(=O)n2c(CN3CCCC(C)C3)nc3ccccc32)cc1 (stereo not given)	5	10	-0.1	-9	-1	-6	10	-1.5	42	5	-22
COc1ccc(C(C)(NC(C)=O)c2nc(-c3cccc(C(=O)O)c3)cs2)cc1 (stereo not given)	-13	-26	0.2	10	x	0	x	1.0	2	-30	-27
Nc1nnc(SCC(=O)N2CCN(c3cccc(Cl)c3)CC2)n1-c1ccccc1	17	21	-0.2	-1	4	21	4	8.5	67	-13	-18
N#CC1=C(N)SC2(CCCCC2)SC1c1ccccc1 (stereo not given)	-3	-42	-0.1	12	12	-88	-26	-2.0	-19	7	-37
COC(=O)c1cc(S(=O)(=O)N2CCOCC2)c(Cl)cc1N1CCOCC1	8	-7	-0.2	-12	1	15	0	0.7	-10	-6	-7
CCOc1ccc(CCNC(=O)COC(=O)c2nccnc2N)cc1OCC	-20	0	0.1	36	-3	19	4	0.7	6	-3	-4
CS(=O)(=O)N(Cc1ccc(C(=O)NN=C2CCCC2)cc1)c1ccccc1	7	3	-0.3	-7	1	20	-2	0.3	-13	-20	3
CCOC(=O)[C@]12CCC=C1N(Cc1ccco1)C(=O)[C@H](CC(=O)N1CCSCC1)C2	x	x	0.3	x	x	2	x	0.5	x	13	6
COc1ccccc1N1CCN(C(=O)CCNC(=O)c2ccco2)CC1	-2	-42	0.0	6	-1	-66	-33	-0.5	-90	-11	-1
COCOc1ccc(-c2cc(=O)c3c(OCOC)cc(OCOC)cc3o2)cc1	-16	-132	0.3	-20	1	-249	x	-3.4	-36	-67	-19
O=C(NCC1CCCO1)C1CCC(=O)N1CCc1ccccc1 (stereo not given)	-25	7	0.0	7	2	12	-6	-0.2	-4	7	-13
CCOc1ccccc1NC(=O)COn1nnc2ccc(Cl)cc21	-2	17	0.2	2	1	19	9	7.2	8	-23	-2
CC(C)(C)N1NC2(CCCCC2)NC1=S	6	3	0.2	-3	-4	13	-4	-0.7	-25	7	0
Cc1cccc(/C(N)=N/OC(=O)c2cccnc2)c1	1	-221	0.0	-8	0	-260	-48	-0.8	-77	2	-127
Cc1ccc(NC(=O)N(CCCN2CCOCC2)Cc2cccs2)cc1C	9	0	-0.1	0	0	-8	18	-1.6	-5	-24	5
C/C(CC(=O)Nc1cccc(C(F)(F)F)c1)=N\NC(=O)Cc1ccccc1	7	21	-0.4	-2	1	1	1	0.7	7	5	-40
O=C(COc1ccc(Cl)cc1)N1CCN(C(=O)c2cccc(F)c2)CC1	-2	8	-0.1	4	4	12	1	2.9	9	-5	-5
COC(=O)C1(CCSC)NC(c2ccccc2F)C2C(=O)N(c3ccc4c(c3)OCCO4)C(=O)C21 (stereo not given)	-4	-2	-0.1	7	1	14	1	-0.4	5	0	23
C/C(=N\NC(=O)c1c(C)nc2ccccn12)c1ccc(C(C)(C)C)cc1	-1	-47	0.8	-7	2	-46	-11	0.0	-77	-24	-35
O=C(CNC(=O)C1CCCCC1)NNC(=O)c1ccc(Cl)cc1Cl	8	26	-0.2	4	-1	16	2	0.5	-12	8	0
O=S(=O)(Nc1ccccc1N1CCOCC1)c1c(F)cc(F)cc1Br	10	8	0.1	5	x	0	-9	-0.1	-7	13	29
C=CCNc1nc(-c2sc(NC(=O)C(C)(C)C)nc2C)c(-n2cc(-c3ccccc3)nn2)s1	x	x	0.9	x	x	-8	x	-0.2	x	58*	23
CCOC(=O)N(NC(=O)C(O)(C(C)C)C(C)C)c1ccccc1	-25	-2	0.2	12	-1	13	-5	-0.7	-9	25	0
COc1ccc(Cl)cc1NCCC(O)c1ccc(F)cc1 (stereo not given)	-18	9	0.0	9	-2	11	-7	3.0	30	-12	-4
Cc1cc(C(=O)Nc2ccccc2)oc1C	-2	-293	0.0	2	4	-174	-118	-2.4	-43	19	-105
COCCNc1nc(Nc2ccccc2Cl)c2sccc2n1	-5	25	0.4	18	x	8	x	-2.9	23	21	2

A different layout for some results above.
The line under a structure holds: KKLEB tox | Peg3 promoter | aDG glyco act | CF NFkB inh | NR2E3 ag-1 | HIF-2a block | MITF TRPM1 inh | iPSC survival up | Shn3 inh set2 | TWEAK-Fn14 inh | NR2E3 ag-2
- COc1ccc(Cl)cc1NCCC(O)c1ccc(F)cc1 (stereo not given)
→ -18 | 9 | 0.0 | 9 | -2 | 11 | -7 | 3.0 | 30 | -12 | -4
- Cc1cc(C(=O)Nc2ccccc2)oc1C
→ -2 | -293 | 0.0 | 2 | 4 | -174 | -118 | -2.4 | -43 | 19 | -105

Further structures follow:
smiles	KKLEB tox	Peg3 promoter	aDG glyco act	CF NFkB inh	NR2E3 ag-1	HIF-2a block	MITF TRPM1 inh	iPSC survival up	Shn3 inh set2	TWEAK-Fn14 inh	NR2E3 ag-2
N/C(=N\OS(=O)(=O)c1ccccc1)c1ccncc1	-6	7	0.2	-7	0	9	6	0.7	-1	-18	-3
CCCN(CCO)Cc1ccc(Cl)c(Cl)c1	-2	4	0.1	5	0	17	3	-3.3	11	13	7
COc1ccc(CCNC(=O)c2cc(-c3cc(Cl)ccc3O)n[nH]2)cc1OC	-2	21	-0.1	7	-3	8	-5	-0.2	14	15	5
Cc1cc(C)c2c(N)c(C(=O)c3ccc(Cl)cc3Cl)sc2n1	7	-1	-0.6	49	4	8	4	4.0	29	52*	1
CC(C)(C)CN1CCN(Cc2cccnc2)CC1CCO (stereo not given)	1	6	-0.1	3	-2	23	3	-0.7	-1	1	5
O=C(NCc1ccco1)c1ccc([N+](=O)[O-])o1	-1	4	1.6	-4	-2	-6	16	0.0	-12	5	-16
CCOC(=O)C1CCN(S(=O)(=O)c2ccc3c(c2)CCCN3C(C)=O)CC1	-11	6	-0.1	0	1	1	2	3.8	11	-2	7
O=[N+]([O-])c1ccc(N2CCN(S(=O)(=O)c3ccccc3)CC2)cc1	-2	27	0.3	7	-1	21	-10	-0.3	11	8	8
Cc1noc(N)c1C(=O)Nc1ccccc1F	-2	1	-0.1	4	-3	-7	-12	1.6	1	14	-15
CN(C)CCNC(=O)Cn1ccc2cc(S(=O)(=O)N3CCCCCC3)ccc21	-6	15	-0.2	2	-1	10	-1	4.0	-6	9	-14
O=S(c1ccccc1)c1ccccc1	8	4	0.0	-1	x	7	0	-2.1	1	-10	-34
COc1ccc(NC(=O)C(=O)NCC(c2ccco2)N2CCc3ccccc32)cc1 (stereo not given)	-23	20	0.0	18	-2	8	30	0.2	26	-17	-15
N/C(=N\OC(=O)c1ccc2c(c1)OCO2)c1ccc([N+](=O)[O-])cc1	4	-193	-0.1	-9	4	-248	-48	-0.5	-89	-39	-39
CCC(C)(C)C1CCC2(CC1)NC(=O)N(CC(=O)Nc1cc(C(F)(F)F)ccc1N1CCOCC1)C2=O (stereo not given)	9	13	0.2	20	4	5	-2	-0.4	14	3	12
CCC(=O)NCc1c(Cl)cccc1-n1cccc1	6	-2	0.0	7	3	-2	9	6.9	-12	-1	-21
Oc1ccc(Br)cc1-c1cc(-c2ccccc2)n[nH]1	6	-75	-0.1	-8	3	-160	-1	-2.5	5	-1	-58
COc1ccc(F)cc1C(=O)C1CCCN(C(=O)CCc2ccccn2)C1 (stereo not given)	-16	16	-0.4	6	-1	-6	-8	1.6	9	2	12
O=c1cc(-c2ccccc2)cc(-c2ccccc2)n1O	-28	15	0.3	-12	1	-22	15	9.6	92*	-57	14
Cc1ccc(-n2nc(C)c3c2OC(N)=C(C#N)C3c2ccncc2)cc1 (stereo not given)	-9	4	-0.2	13	-4	-5	13	3.7	9	3	6
C/C(N)=C(/C#N)C(=O)COC(=O)c1cc(-c2cccc(Br)c2)nc2ccccc12	-12	13	-0.2	-18	4	-99	2	1.1	6	16	-6
CN1C(=O)N(CC(=O)N2CCN(c3ncccn3)CC2)C(=O)C12CCCCC2	-9	7	0.2	-28	x	10	1	-0.4	-4	16	1
O=C(CCN1c2ccccc2Sc2ccccc21)Oc1ccccc1	9	1	-0.1	2	0	10	0	0.3	-5	-6	-9
Cc1ccc(Nc2nc3c(s2)CCC3)c(C)c1	6	-57	0.0	-6	-2	-9	-61	-1.9	9	-14	3
C=CCC(NCc1ccccc1)c1ccccc1 (stereo not given)	3	18	-0.2	11	2	0	9	0.5	-4	15	-4
O=C(NCc1ccc2c(c1)OCO2)C1CCC(CNc2c(N3CCCC3)c(=O)c2=O)CC1 (stereo not given)	-2	8	-0.3	-2	4	9	-8	5.0	-5	-11	-38
CCn1c(SCC(=O)Nc2ccccc2)nc2ccccc2c1=O	-19	19	0.0	24	4	6	10	-0.2	8	0	-3
COc1ccc(NC(=O)CCC(=O)c2ccc(Cl)cc2)cn1	4	-27	-0.2	-9	4	-24	2	1.2	11	-4	23
CN(C)CCC(C(=O)c1ccccc1)c1ccncc1 (stereo not given)	8	-4	0.4	19	x	9	-1	-1.9	14	9	2
Cc1nnc(C)n1/N=C/c1ccc2c(c1)OCCO2	6	-3	0.4	-22	-1	1	12	-1.3	1	1	-20
O=C(CSc1nc2ccc(Cl)cc2[nH]1)c1ccc2c(c1)OCO2	-2	-49	0.0	-10	-2	-63	9	2.9	-9	-14	-25
Cn1cccc1C(=O)NNC(=O)c1ccccc1Br	15	-115	-0.1	-15	4	-93	-50	-0.3	-57	-18	-19
CSc1nc(-c2ccc(Cl)cc2)c(C#N)c(=O)[nH]1	3	16	-0.3	-11	12	15	7	0.0	-10	9	-27
COc1ccc(Cn2ccnc2SCC(=O)Nc2ccccc2)cc1	-10	-14	0.1	34	-1	4	-1	-0.6	-12	9	-4
CCc1[nH]c(=S)c(C#N)c(-c2ccccc2)c1C(=O)OC	6	14	-0.2	-15	9	6	3	0.7	-2	12	-21
O=C(NC(=S)N1CCCCC1CO)c1cc(Br)ccc1Cl (stereo not given)	17	-22	-0.3	-16	x	-22	-6	0.1	13	7	-5
